OX1R antag-1 – OX1R (HCRTR1) antagonists, primary screen, fluorescence, CHO/OX1R cells, Fluo-8 calcium, orexin A. inhibition, % at 5 µM. actives 0.43% (n = 330,000). AID 434989, 2010. Orexin/Hypocretin receptor type 1 (Homo sapiens), O43613. Fluo-8 calcium fluorescence;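 active means inhibition above its plate's threshold, mean inhibition of all tested compounds on the plate plus 3 SD, cut at about 37% in these data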;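 further: 0% = orexin A challenge wells and 100% = SB-334867-A antagonist wells; not every result past the cut was called active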
Target sequence (O43613 whole entry, looked up): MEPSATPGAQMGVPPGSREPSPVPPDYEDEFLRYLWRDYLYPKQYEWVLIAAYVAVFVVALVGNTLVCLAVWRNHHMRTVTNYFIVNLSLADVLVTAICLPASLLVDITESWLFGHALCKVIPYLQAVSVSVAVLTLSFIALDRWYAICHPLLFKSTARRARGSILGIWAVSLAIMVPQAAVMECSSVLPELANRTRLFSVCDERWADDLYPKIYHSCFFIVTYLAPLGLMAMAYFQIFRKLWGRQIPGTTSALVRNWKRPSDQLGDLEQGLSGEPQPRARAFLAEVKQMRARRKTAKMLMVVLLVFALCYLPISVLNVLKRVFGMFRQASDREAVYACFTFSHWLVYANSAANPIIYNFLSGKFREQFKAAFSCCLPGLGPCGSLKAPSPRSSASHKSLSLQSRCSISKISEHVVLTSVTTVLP
OX1R antag-2 – antagonists of human orexin 1 receptor (OX1R) | AID 485270, 2010 | actives 1.8% (n = 330,000) | Orexin/Hypocretin receptor type 1 (Homo sapiens), O43613 | inhibition, % at 6.6 µM | OX1R-expressing cells, FRET antagonist read-out; in the data active means inhibition mostly above about 38%, no sharp cut-off; inactive means mostly below about 40%;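 further: 0% = agonist challenge alone and 100% = reference antagonist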
Starred values were filed as active, the others as inactive. The order is random. Share with any hit: about 2%.

OX1R antag-1 | OX1R antag-2 | molecule
-12 | 6 | C=C(C)CSc1nnc2[nH]c(=O)cc(N)n12
-10 | 4 | COc1cccc(OCc2cc(C(=O)N(C)CCC3CCCCO3)no2)c1 (centres undefined)
-11 | 31 | COc1ccc(OC)c(-n2c(=S)[nH]c3c(sc(=S)n3-c3ccccc3)c2=O)c1
-15 | 12 | Cc1c(C#N)c(=O)oc2ccc3ccccc3c12
-18 | 36 | CCOc1ccccc1NC(=O)CCc1nnc2ccc(N3CCC4(CC3)OCCO4)nn12
-10 | 6 | CC(=O)Nc1ccc(Nc2c([N+](=O)[O-])c(=O)n(-c3ccccc3)c3ccccc23)cc1
-6 | 10 | C#CCOC(=O)c1ccccc1C(=O)n1nnc2ccccc21
-15 | 13 | CN(C[C@H](Cc1ccccc1)N(CCN(CCc1ccccc1)N=O)N=O)N=O
-10 | 2 | CCCN1CNC(=S)N(c2cccc(C)c2C)C1
-5 | 20 | COc1ccc(C(=O)Nc2c(N)nc(SCC(=O)N3CCC(C)CC3)[nH]c2=O)cc1OC
-14 | 12 | O=C(CC1SC2=NCCN2C1=O)Nc1ccc(Cl)cc1 (centres undefined)
-14 | 4 | CCOC(=O)N1CCC2(O)CCCCC2C1c1ccc(F)cc1 (centres undefined)
-11 | 50 | COC(=O)CCCC1=CC2=CC(=O)C(C)(OC(=O)c3cccs3)C(=O)C2=CN1CCCCO (centres undefined)
6 | 15 | Cc1ccc(NS(=O)(=O)c2ccc(OCC(=O)NCc3ccccn3)cc2)cc1
-28 | 8 | COc1cc(CO)ccc1OCC(=O)N1CCc2ccccc21
2 | 20 | CCCOC(=O)c1cc2ccccc2oc1=O
-6 | -2 | CC(C)Oc1ccc(C(=O)NCC(=O)N2CCN(S(=O)(=O)/C=C/c3ccccc3)CC2)cc1
-1 | 52 | Cc1ccc(C(=O)CC2(O)C(=O)N(CCc3ccccc3)c3ccc(Br)cc32)o1 (centres undefined)
-9 | 0 | O=C(NCc1n[nH]c(=S)n1-c1ccc(F)cc1)c1ccco1
-31 | 14 | COc1ccc(C(C)=O)cc1CSc1nnc(-c2ccccc2O)n1-c1ccccc1
-33 | 7 | CCCCN(C(=O)Cc1cccs1)c1nnc(-c2cccnc2)s1
-25 | 3 | NC(N)=Nc1nc2ccc([N+](=O)[O-])cc2[nH]1
-12 | 9 | CN(C)c1ccc(C=NCCc2ccc(S(N)(=O)=O)cc2)cc1
-8 | 9 | NC(=O)NC(=O)COC(=O)c1ccc2c(c1)C(=O)N(Cc1ccccc1)C2=O
14 | 34 | CC(=O)c1cn(CC(=O)NCc2ccc3c(c2)OCO3)c2ccccc12
-3 | 8 | Cc1[nH]n2c(=O)cc(C(C)(C)C)nc2c1-c1ccccc1
0 | 3 | CCn1c(COC(=O)CNC(=O)c2cc(OC)c(OC)c(OC)c2)nc2cc(S(=O)(=O)N(C)C)ccc21
-32 | 1 | COc1ccc(NC(=O)CN2CCN(c3ccc(Cl)cc3)CC2)c(OC)c1
-18 | -2 | COc1ccc(CCN(C)Cc2ccc(OC)c(OCc3ccccc3)c2)cc1OC
-17 | 10 | Cc1cccc(NC(=O)C2CCCN(S(=O)(=O)c3ccc(-n4cnnn4)cc3)C2)c1 (centres undefined)
-5 | 9 | COC(=O)CCC(=O)N1CCCC(N2CCN(c3ccc(OC)cc3)CC2)C1 (centres undefined)
-16 | 16 | Cc1ccccc1NC(=O)C1CC(=O)N(c2ccccc2F)C1 (centres undefined)
-17 | 25 | O=S(=O)(NC1CC(NS(=O)(=O)OCC(Cl)(Cl)Cl)C2CCCCC12)OCC(Cl)(Cl)Cl (centres undefined)
-1 | 25 | COc1cccc(COC(=O)Nc2ccccc2F)c1
-8 | 6 | Cc1cc(C)n(CC(=O)NNC(=O)c2cncc(Br)c2)n1
-30 | 2 | O=C(NCC1CCN(Cc2cccc(Cl)c2)CC1)C1CCCN(c2ncnc3c2nc2n3CCCCC2)C1 (centres undefined)
-38 | 0 | COc1ccccc1C(=O)NC(=O)Nc1cccc(Cl)c1
-10 | 22 | COc1nsnc1N1CCOCC1
-12 | 19 | CCOC(=O)N1CCN(C2CCCN(C(=O)c3ccccc3N(C)C)C2)CC1 (centres undefined)
-9 | 50 | O=C(CNc1ccccc1-c1ccccc1)NCc1ccccc1
-19 | 35 | CCOc1ccc(CCNC(=O)CSc2cc(=O)n(C)c3ccc(Cl)cc23)cc1OCC
-19 | 29 | CCCN(C(=O)Cc1coc2cc(C)c(C)cc12)c1c(N)n(Cc2ccccc2)c(=O)[nH]c1=O
-11 | 26 | COc1cc(/C=N/NC(=O)c2cccnc2)ccc1OC(=O)c1ccc2c(c1)OCO2
-31 | 12 | COc1cc2c(cc1OC)C1=C(C#N)CN(CC(=O)O)CN1CC2
-13 | 14 | O=C(Cc1ccccc1)N1N=C(c2ccncc2)CC1(O)C(F)(F)F (centres undefined)
-7 | 21 | COc1ccc(OCCCC(=O)OC(C)C(=O)Nc2ccc(C)cc2)cc1 (centres undefined)
-5 | 6 | CCC1CCCCN1CCCNC(=O)Cn1cc2c(n1)-c1c(oc(C(=O)N3CCCC3)c1C)CC2 (centres undefined)
-11 | 19 | CN(C)c1nc(N)nc(Cn2ccnc2)n1
-8 | 7 | Cc1ccc(NC(=O)CCC(=O)N/N=C/c2coc3ccccc3c2=O)cc1
-11 | 6 | COc1ccc(C(=O)NCCOc2cccc(Oc3ccccc3)c2)cc1OC
-4 | 10 | CC(C)Cn1c(N)c(C(=O)NCCN2CCOCC2)c2nc3ccccc3nc21
-6 | 65* | Cc1cc(C)cc(N(C(=O)Cc2cccs2)C(C(=O)NC2CCCCC2)c2ccccn2)c1 (centres undefined)
-26 | 23 | CCC(CC)c1nnc(NC(=O)C2=NNC(=O)CC2)s1
-6 | 7 | COc1ccc(NC(=O)C2=CC(c3ccc(C)cc3)=NS(=O)(=O)N2C)cc1
2 | 12 | Cc1cc(C(=O)C(C)OC(=O)c2ccc(NC(=O)CC#N)cc2)c(C)n1-c1ccc(OC(F)F)cc1 (centres undefined)
-22 | 6 | Cc1nn(Cc2ccccc2)c(Cl)c1/C=C/C(=O)OC(C)C(=O)N1CCCC1 (centres undefined)
-20 | -1 | COc1ccc(Oc2cn[nH]c2-c2ccc(OCC(=O)NN)cc2O)cc1
-21 | 22 | O=c1oc2ccccc2c2c1cnc1ccccc12
-12 | 29 | Cc1cc(SCC(=O)N(C)CC(=O)Nc2ccc(F)cc2)nc2ccccc12
-11 | 7 | Cc1cc(C)nc(N/N=C/c2cn[nH]c2-c2ccccc2)n1

Following part:
OX1R antag-1 | OX1R antag-2 | molecule
-16 | 3 | CCOC(=O)/C=C/c1ccc2c(c1)S(=O)(=O)N(c1cccc(OC)c1)[C@H]2CC(=O)OCC
0 | 4 | O=C(CNC(=O)c1ccncc1)Nc1ccc(F)c(F)c1
-13 | 14 | O=C(N/N=C/c1cccs1)c1cccc(NC(=O)c2ccccc2Cl)c1
-27 | 18 | Cc1ccc(NC(=O)CCNS(=O)(=O)c2ccccc2)c(C(=O)c2ccccc2)c1
-46 | 24 | Cc1cc(C)n2ncc(-c3cccc(Br)c3)c2n1
-36 | 9 | O=C(NNC(=O)C1CCN(S(=O)(=O)c2c(Cl)cccc2Cl)CC1)c1ccccc1O
-9 | 30 | Cc1cc(NC(=O)CCC(=O)N(Cc2cccs2)C(C(=O)NC2CCCC2)c2ccncc2)no1 (centres undefined)
-8 | 11 | CCc1ccc(OCC(=O)N/N=C\c2ccco2)c([N+](=O)[O-])c1
-32 | 14 | Cc1cc(C(=O)OCC(=O)Nc2ccccc2Br)c(C)o1
-9 | 4 | Fc1ccc(-c2ccc(NCCN3CCOCC3)nn2)cc1
-20 | -3 | O=C(NC1CCN(C(=O)Nc2ccccc2Cl)CC1)c1ccco1
-11 | 40 | Cc1ccc2nsnc2c1NC(=S)NC(=O)c1ccco1
8 | 12 | CC(=O)NCC(=O)NC1CCCc2c1cnn2-c1ccc(C(C)(C)C)cc1 (centres undefined)
-23 | -6 | COc1ccc(C2c3[nH]c4ccccc4c3C[C@H]3C(=O)N(C)CC(=O)N23)cc1OC (some centres undefined)
-19 | 8 | COC(=O)c1ccc(Cl)c(NC(=O)NC2CCCCC2)c1
-4 | 32 | Cc1ccc(-n2[nH]c(C)c(/C=N/Nc3ccc([N+](=O)[O-])cc3[N+](=O)[O-])c2=O)cc1
-13 | -7 | O=C(O)CC(NC(=O)OCc1ccccc1)c1ccc(Br)cc1 (centres undefined)
-30 | 16 | CC(C)C(=O)NC(c1cccc([N+](=O)[O-])c1)c1ccc2cccnc2c1O (centres undefined)
-21 | 66 | c1ccc(Nc2nnc(SCc3cccc4ccccc34)s2)cc1
-18 | 15 | O=C(O)c1cccc(NC(=O)C2CCCO2)c1 (centres undefined)
-18 | 11 | Cc1cc(C)nc(SCc2cn3c(C)cccc3n2)n1
-33 | 26 | COc1ccc(S(=O)(=O)N(CC(=O)NCc2ccco2)c2ccccc2OC)cc1
-18 | 18 | Cc1c(C(=O)N2CCN(c3ccccc3)CC2)oc2c(F)cccc12
-9 | 28 | O=C(COC(=O)Cc1ccc(Br)cc1)NCC1CCCCC1
-21 | 14 | CC(=O)N(Cc1c(C#N)c2ccccc2n1C)c1ccccc1
2 | 5 | CN1CCc2c(c3ccccc3n2C)C1
-17 | 11 | CC(C)C1CC(CCNCc2ccc3c(c2)OCO3)(c2ccccc2)CCO1 (centres undefined)
-47 | 11 | CCC1=NN(C(=O)c2ccc(C)cc2)C(O)(c2ccc(Br)cc2)C1 (centres undefined)
4 | 9 | COCCSc1ccccc1C(=O)Nc1nccs1
-28 | 10 | CCCCn1c(NC(=O)CC)c(C#N)c2nc3ccccc3nc21
-5 | -5 | Cc1ccc(CNC(=O)COC(=O)c2ccc(S(=O)(=O)NCc3ccco3)cc2)cc1
-26 | 13 | CCCCN(CC)Cc1ccc(CNC(=S)Nc2ccccc2F)o1
-30 | 15 | N#CCC(=O)Nc1ncc(Cc2ccccc2Cl)s1
-39 | 6 | O=C1CC(c2cccc(F)c2)SC(N(c2ccccc2)c2ccccc2)=N1 (centres undefined)
-5 | 22 | O=C(Nc1cccc(N2C(=O)C=CC2=O)c1)c1cccs1
7 | 24 | CC(=O)Nc1ccc(NC(=O)CSc2nnc3ccc(-c4ccccn4)nn23)cc1
6 | -3 | Cc1ccc(S(=O)(=O)CC(=O)NC(C)(C)C)cc1
-1 | 14 | Cc1cccc(NC(=O)C2CC(O)CN2C(=O)OCc2ccccc2)c1 (centres undefined)
-17 | 2 | CCOC(=O)N1CCC(Nc2c(NCCN3CCN(c4ccccc4F)CC3)c(=O)c2=O)CC1
-26 | 5 | Cn1c(N)c(C(=O)COC(=O)C2CC(=O)N(Cc3ccccc3)C2)c(=O)n(C)c1=O (centres undefined)
-20 | 27 | Cc1nc(-c2ccncc2)sc1C(=O)Nc1ccc(Cl)cc1
-13 | 2 | Brc1cccc(-c2cnc3n2CCCCC3)c1
-17 | 8 | CCN1CCN(c2ccc(NC(=O)c3cc(S(=O)(=O)N4CCCC4)ccc3Cl)cc2)CC1
-7 | 10 | Clc1ccc(-c2cnn3c(-c4ccncc4)ccnc23)cc1
-6 | 8 | Cc1ncc(CO)c2c1Oc1nc(-c3ccccc3)nc(SCC(=O)N3CCOCC3)c1C2
-25 | 15 | CCN(CC)CCNc1cc(C)c(C#N)c2nc3ccccc3n12
-4 | -4 | CCn1c(-c2c[nH]c3ccccc23)n[nH]c1=S
-14 | 16 | Cn1c(Cc2cccs2)nnc1SCC(=O)Nc1ccc(F)cc1F
-15 | 7 | O=C(COc1ccc(-c2ccccc2)cc1)N1CCN(S(=O)(=O)Cc2ccccc2)CC1
-15 | 10 | Cc1c(OCc2nn[nH]n2)ccc2c3c(c(=O)oc12)CCC(C)C3 (centres undefined)
-19 | 14 | COc1ccc(CCN(C)C(=O)c2c(C)nn(CC(C)C)c2Cl)cc1OC
5 | 6 | CCN(CC)c1ccc(N2C(=O)/C(=C\c3cccs3)SC2=S)cc1
-13 | 17 | O=c1c2ccccc2ncn1CCOCCOc1ccc([N+](=O)[O-])cc1

Entries listed so far containing an NH in an aromatic ring, in the order listed:
OX1R antag-1 | OX1R antag-2 | molecule
-12 | 6 | C=C(C)CSc1nnc2[nH]c(=O)cc(N)n12
-11 | 31 | COc1ccc(OC)c(-n2c(=S)[nH]c3c(sc(=S)n3-c3ccccc3)c2=O)c1
-5 | 20 | COc1ccc(C(=O)Nc2c(N)nc(SCC(=O)N3CCC(C)CC3)[nH]c2=O)cc1OC
-9 | 0 | O=C(NCc1n[nH]c(=S)n1-c1ccc(F)cc1)c1ccco1
-25 | 3 | NC(N)=Nc1nc2ccc([N+](=O)[O-])cc2[nH]1
-3 | 8 | Cc1[nH]n2c(=O)cc(C(C)(C)C)nc2c1-c1ccccc1
-19 | 29 | CCCN(C(=O)Cc1coc2cc(C)c(C)cc12)c1c(N)n(Cc2ccccc2)c(=O)[nH]c1=O
-20 | -1 | COc1ccc(Oc2cn[nH]c2-c2ccc(OCC(=O)NN)cc2O)cc1
-11 | 7 | Cc1cc(C)nc(N/N=C/c2cn[nH]c2-c2ccccc2)n1
-23 | -6 | COc1ccc(C2c3[nH]c4ccccc4c3C[C@H]3C(=O)N(C)CC(=O)N23)cc1OC (some centres undefined)
-4 | 32 | Cc1ccc(-n2[nH]c(C)c(/C=N/Nc3ccc([N+](=O)[O-])cc3[N+](=O)[O-])c2=O)cc1
-4 | -4 | CCn1c(-c2c[nH]c3ccccc23)n[nH]c1=S
-15 | 10 | Cc1c(OCc2nn[nH]n2)ccc2c3c(c(=O)oc12)CCC(C)C3 (centres undefined)
